High-throughput results as filed in PubChem.
bIAP act: increases bovine intestinal alkaline phosphatase activity | purified bovine IAP, CDP-star luminescence, 30 min; stronger effect = higher value; fold of DMSO-control signal, blank-subtracted | activation factor at 20 µM | 200,000 compounds, 0.17% hits | AID 1016;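 active means activation factor of 2 or more at 20 µM, a signal rise over negative controls twice the positive control's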
PPARg SRC1 recr: agonists of human PPARgamma SRC-1 coactivator recruitment | P37231 | PPARgamma-SRC-1 coactivator recruitment biochemical assay | activation, % at 8 µM | 200,000 compounds, 0.41% hits | AID 631; in the data active means activation above about 19%;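 further: 0% = DMSO and 100% = reference agonist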
Target sequence (P37231 whole entry, looked up): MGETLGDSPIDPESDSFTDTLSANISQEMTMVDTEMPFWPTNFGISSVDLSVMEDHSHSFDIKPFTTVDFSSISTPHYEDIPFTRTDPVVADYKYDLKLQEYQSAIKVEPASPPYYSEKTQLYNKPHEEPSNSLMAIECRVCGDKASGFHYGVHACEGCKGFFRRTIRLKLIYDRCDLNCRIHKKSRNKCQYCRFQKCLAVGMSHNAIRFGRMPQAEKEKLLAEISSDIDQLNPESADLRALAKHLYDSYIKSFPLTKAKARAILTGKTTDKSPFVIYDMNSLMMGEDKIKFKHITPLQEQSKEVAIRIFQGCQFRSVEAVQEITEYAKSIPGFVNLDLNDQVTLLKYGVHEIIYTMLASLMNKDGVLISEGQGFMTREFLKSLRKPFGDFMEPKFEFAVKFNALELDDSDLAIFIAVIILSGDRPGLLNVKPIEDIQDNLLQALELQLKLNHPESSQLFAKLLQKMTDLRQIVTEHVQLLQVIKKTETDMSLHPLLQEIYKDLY
Lmaj promast: inhibitors of Leishmania major promastigote growth; Leishmania major promastigotes, resazurin fluorescence viability; inhibition, % at 10 µM; AID 1063; 200,000 compounds, 9% hits; in the data active means inhibition above about 50%;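 further: promastigotes grown with compound for 44 hours at 28 °C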
bIAP inhibitor: intestinal alkaline phosphatase (bovine) inhibition | purified bovine IAP, CDP-star luminescence, 30 min | 190,000 tested, under 10 active | inhibition, % at 20 µM | AID 1019;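 active means over 50% inhibition of intestinal alkaline phosphatase at 20 µM in the single-dose screen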
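System: Purified bovine intestinal alkaline phosphatase (IAP) enzyme | Input: IAP diluted 1/65,000,000 in the well | Also added: CDP-star chemiluminescent phosphatase substrate, 30 µM final | Dosing: 20 µM single dose | Times: Enzyme reaction for 30 min at room temperature | Detection: Luminescence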
SRC2 TRFRET art: TR-FRET artefact, counter-screen to PPARgamma/SRC-2 agonist assay. stronger effect = higher value. TR-FRET ratio at 8 µM. 200,000 compounds, 0.4% hits. AID 1049; in the data active means TR-FRET ratio above about 2000; further: inactives centre near 1500; reference of the scale not given here
ROMK primary: modulates human ROMK potassium channel activity | P48048 | Tet-inducible ROMK, thallium flux fluorescence; actives lie on both sides | B-score at 10 µM | 130,000 compounds, 2% hits;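 active means signal ratio slope over the read window, or its plate-corrected B-score, at least 3 SD from the plate mean, either direction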;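 further: B-score of the F/F0 ratio slope over 7 to 12 s after thallium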
Redox H2O2 prof: compounds producing H2O2 with reducing agent – biochemical, NIH compound library profiling, artefact control for MLSCN library redox annotation, primary screen; 200,000 compounds, 0.03% hits; activation, % at 10 µM; AID 878; DTT-dependent redox cycling H2O2, phenol red/HRP absorbance; 100% = 100 µM peroxide control, 0% = buffer;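 active means activation of at least 50% relative to the plate's high and low controls in the primary single-dose screen; inactive means activation below 50%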;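 further: compound incubated with DTT at 0.8 mM final as the reducing agent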
PPARg SRC2 recr: PPARgamma-driven SRC-2 recruitment agonism. P37231. PPARgamma LBD-SRC-2 recruitment, biochemical. activation, % at 8 µM. 200,000 compounds, 0.34% hits. AID 1032; in the data active means activation above about 22%;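 further: 0% = vehicle and 100% = reference agonist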
TLR4 MyD88 comp: TLR4-MyD88 interaction inhibition in cells; O00206+Q99836; HeLa CL3-4 TLR4/MyD88 BLA complementation, FRET ratio; inhibition, % at 8.4 µM; 200,000 compounds, 0.18% hits; AID 861; in the data active means inhibition above about 25%;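 further: 0% = vehicle and 100% = reference inhibitor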
S1P3 antag: S1P3 (human) receptor antagonism; CHO S1P3 NFAT-BLA reporter, FRET fluorescence, antagonist mode; Q99500; 170,000 compounds, 0.27% hits; AID 485; inhibition, % at 4.98 µM;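 active means inhibition above the plate cutoff, the mean inhibition of test wells on that plate plus 3 SD, cut at about 28% in these data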;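 further: cells challenged with S1P at its EC80 of 0.8 µM; blue over green emission ratio from cleaved BLA substrate after 4 h stimulation; 0% = S1P-stimulated wells and 100% = unstimulated DMSO-only wells; some compounds past the cut are filed as inactive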
Target sequence (Q99500 whole entry, looked up): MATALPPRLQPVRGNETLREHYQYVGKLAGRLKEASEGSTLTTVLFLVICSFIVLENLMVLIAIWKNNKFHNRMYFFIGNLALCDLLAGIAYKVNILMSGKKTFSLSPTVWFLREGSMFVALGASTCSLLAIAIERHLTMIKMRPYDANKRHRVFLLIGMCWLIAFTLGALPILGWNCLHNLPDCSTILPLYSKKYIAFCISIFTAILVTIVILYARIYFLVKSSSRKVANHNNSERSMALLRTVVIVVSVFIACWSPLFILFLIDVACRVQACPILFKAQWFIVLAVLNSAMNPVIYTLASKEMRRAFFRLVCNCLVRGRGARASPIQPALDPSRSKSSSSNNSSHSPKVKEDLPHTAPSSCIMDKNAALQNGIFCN
PPARg SRC3 recr: PPARgamma-driven SRC-3 recruitment agonism; activation, % at 8 µM; 200,000 compounds, 0.26% hits; biochemical PPARgamma/SRC-3 coactivator recruitment assay; P37231; in the data active means activation above about 23%;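 further: 0% = DMSO and 100% = reference agonist; some compounds past the cut are filed as inactive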
The depositor's hits bear a star; x = no result given.

SMILES	bIAP act	PPARg SRC1 recr	Lmaj promast	bIAP inhibitor	SRC2 TRFRET art	ROMK primary	Redox H2O2 prof	PPARg SRC2 recr	TLR4 MyD88 comp	S1P3 antag	PPARg SRC3 recr
O=C(COC(=O)CC1CCCC1)Nc1cc2c(cc1Cl)C(=O)c1ccccc1C2=O	0.3	17	11	x	1461	0.0072	0.6	1	3	x	11
CC1=NN(c2nc(-c3ccccc3)cs2)C(=O)C1	1	0	-9	-3	1575	x	1.0	10	-11	x	10
COC(=O)c1cn(NC(=O)Cc2ccccc2OC)c(=O)c2ccccc12	1.4	0	-5	-39	1474	-0.029	-2.0	3	-16	3	4
COc1cc(OC)cc(C(=O)Nc2cccc(-c3ccc4nncn4n3)c2)c1	1	3	-6	3	1534	0.47	2.0	2	5	2	5
CCCCC(CC)CNC(=O)CCCCn1c(=O)[nH]c2ccsc2c1=O (stereo not drawn)	1	4	1	0	1717	-0.49	-0.2	7	-13	-7	-1
COCC(C)NC(=O)CSc1nc(-c2ccccc2)c(-c2ccccc2)o1 (stereo not drawn)	1.1	9	0	-6	1606	-0.83	0.3	11	-3	x	9
CCOC(=O)/C=C1\SCC(=O)N1CC(=O)NC(C)C	0.9	0	-5	9	1565	0.51	0.0	4	1	x	3
Cc1ccc(NC(=O)CNc2ccc(N3CCOCC3)cc2)cc1S(=O)(=O)N(C)C	1	3	-5	-4	1545	0.93	-1.0	-9	-2	-3	5
Cc1cccc(NC(=S)N2CCN(Cc3ccccc3)CC2)c1C	0.9	16	-4	8	1574	x	0.0	5	-13	-15	-3
FC(F)(F)c1cnc(-c2cnc(-c3ccncc3)nc2)c(Cl)c1	1	-2	6	2	1439	-1.5	-1.2	-15	-15	-19	-5
Nc1nncn1C(=O)CCCOc1ccccc1	1	0	-8	2	1467	x	10	-5	-8	x	5
CCOc1ccc(C2CC(c3ccc(Br)cc3)Nc3nc(N)nn32)cc1 (stereo not drawn)	x	5	-4	x	1553	x	0.8	3	4	-9	10
CCCC(CCC)=NNc1ccc(S(=O)(=O)Nc2ccccc2OC)cc1[N+](=O)[O-]	0.8	-2	1	21	1522	-0.23	0.1	4	0	1	-4
CCOc1ccc(NC(=O)N2CC=C(n3c(=O)[nH]c4ccccc43)CC2)cc1	1.1	0	6	-11	1347	x	2.6	-5	11	4	-12
COc1cc2cc(CN(C(=O)Nc3ccccc3)C3CCCC3)c(=O)[nH]c2cc1OC	1	-1	39	1	1572	x	0.7	-2	2	-22	-9
CCOc1ccc2nc(SC3CC(=O)N(c4ccccc4)C3=O)sc2c1 (stereo not drawn)	0.8	3	-2	15	1444	x	-4.1	-5	2	x	7
CCOc1nc(C)ccc1-c1noc(-c2ccncc2)n1	1.1	2	14	-12	1600	x	0.2	14	0	8	11
CC(=O)Nc1ccc(NC(=O)Cn2cnc3c(nnn3Cc3ccc(F)cc3)c2=O)cc1	1	0	-6	-2	1470	0.97	-0.6	-1	-11	-17	6
OC(CNCc1cccc(Cl)c1)c1ccccc1 (stereo not drawn)	1	5	11	0	1285	-0.039	0.1	-3	0	-9	-7
CCOC(=O)CCc1c(C)n[nH]c1C	1.2	-3	-15	-19	1460	0.055	-0.1	2	-12	8	-5
COc1cc(/C=N/n2cnn(Cc3ccccc3Cl)c2=S)cc(OC)c1OC	1	9	2	-1	1845	0.035	-2.5	16	9	-6	-2
Cc1cc(NC(=O)CSc2ccc3c(c2)OCCO3)no1	0.9	10	-5	7	1654	x	-3.3	0	-8	-1	7
C=C(C)C1Cc2c(C)nn(-c3ccccn3)c2C1 (stereo not drawn)	1.1	5	4	-8	1495	-0.32	0.2	5	-2	x	5
CC(=O)C1=C(C)NC(SCC(=O)c2ccc(F)cc2)=C(C#N)C1c1ccco1 (stereo not drawn)	0.9	8	6	11	1421	-0.53	-0.2	1	1	38	7
O=C(Nc1cccnc1)c1cccc(S(=O)(=O)N2CCOCC2)c1	0.9	4	-4	13	1501	-0.7	0.4	-8	-11	-36	3
Cc1cc(C)n(Cc2ccccc2Cl)n1	1	9	-2	3	1711	x	-2.0	7	2	0	3
CCOC(=O)c1nn(-c2cccc(OC)c2)c2nc(Nc3ccccc3)cc(=O)n12	0.9	10	-4	8	1621	0.28	-0.5	5	5	-16	8
O=C(CN1CCOc2ccccc21)NCc1ccco1	0.9	6	-5	7	1600	x	-1.5	-2	-11	-16	1
O=C(c1ccc(OCC2CCCO2)cc1)N1CCc2ccccc2C1 (stereo not drawn)	1	6	-11	3	1594	-0.37	0.2	-4	-8	-3	2
CC(C)n1c(SCC(=O)Nc2ccccc2N2CCCCC2)nc2c1c(=O)n(C)c(=O)n2C	1.1	0	58*	-13	1368	-0.61	-0.1	3	2	-13	-6

Single records, as listed above. Order of values: bIAP act | PPARg SRC1 recr | Lmaj promast | bIAP inhibitor | SRC2 TRFRET art | ROMK primary | Redox H2O2 prof | PPARg SRC2 recr | TLR4 MyD88 comp | S1P3 antag | PPARg SRC3 recr
CCOc1ccc(C2CC(c3ccc(Br)cc3)Nc3nc(N)nn32)cc1 (stereo not drawn) in the list: x | 5 | -4 | x | 1553 | x | 0.8 | 3 | 4 | -9 | 10
CC(=O)Nc1ccc(NC(=O)Cn2cnc3c(nnn3Cc3ccc(F)cc3)c2=O)cc1 in the list: 1 | 0 | -6 | -2 | 1470 | 0.97 | -0.6 | -1 | -11 | -17 | 6
Cc1cc(NC(=O)CSc2ccc3c(c2)OCCO3)no1 in the list: 0.9 | 10 | -5 | 7 | 1654 | x | -3.3 | 0 | -8 | -1 | 7

The results go on.
SMILES	bIAP act	PPARg SRC1 recr	Lmaj promast	bIAP inhibitor	SRC2 TRFRET art	ROMK primary	Redox H2O2 prof	PPARg SRC2 recr	TLR4 MyD88 comp	S1P3 antag	PPARg SRC3 recr
CCC(=O)Nc1cc(C(=O)OCC(=O)c2ccccc2)ccc1C	1	1	6	2	1230	-0.012	-0.1	3	-1	-21	-7
CC(C)NS(=O)(=O)c1ccc(OCC(=O)N2CCN(c3ccccc3)CC2)cc1	0.9	4	2	6	1617	-0.24	-0.7	-1	7	-4	1
Cc1ccc(C)c(NC(=O)C(c2ccccc2)N2CCOCC2)c1 (stereo not drawn)	1.1	6	6	-11	1390	0.27	-1.2	1	-2	-12	-1
Cc1onc(-c2c(F)cccc2Cl)c1C(=O)Nc1nnc(C2CC2)s1	0.9	7	-14	6	1619	0.28	2.3	8	6	-23	7
Cc1ccc(N=Nc2c(C)[nH]n(-c3ccccc3)c2=O)cc1	1.1	2	-5	-12	1638	-0.082	0.1	0	-1	-18	0
COC(=O)c1ccc(COc2ncnc3sccc23)cc1	1	6	9	-3	1393	-0.24	0.3	-3	2	-2	-2
Cc1ccc(/C=N/NC(=O)CSc2nnc(-c3ccccc3)n2-c2ccc(Cl)cc2)o1	1	-7	18	4	1498	-0.33	0.3	-9	-7	-7	-5
CCOC(=O)CSc1n[nH]c(-c2ccco2)n1	1	4	-3	5	1790	x	-0.7	5	1	-48	1
O=C(O)c1ccc(NS(=O)(=O)c2cc(C(=O)O)ccc2Br)cc1	0.9	-4	99*	5	1511	-1	-0.3	-4	-20	-47	-1
CCOC(=O)COc1cc(OCC(=O)OCC)c2c(=O)cc(-c3ccccc3)oc2c1	1	10	-4	1	1570	x	0.9	-2	-8	x	5
O=C(NCc1ccccc1Cl)C1CCCN(S(=O)(=O)c2cnc[nH]2)C1 (stereo not drawn)	1	1	-5	5	1762	x	-2.3	6	-6	-6	10
CNS(=O)(=O)c1cc(C(=O)OCC(=O)NC2CCCc3ccccc32)ccc1Cl (stereo not drawn)	0.9	0	-8	9	1525	0.78	0.0	0	5	5	0
NC(=O)[C@@H]1CCCNc2c(F)cc([N+](=O)[O-])cc2C(=O)N[C@@H](CCC(=O)O)C(=O)N[C@@H](CO)C(=O)N1	1.6	3	-5	-57	1417	-1.2	0.4	-3	-7	-6	-2
O=C1c2ccccc2C(=O)N1CCc1csc(-c2cccc(Cl)c2)n1	0.8	0	-3	16	1573	x	-2.2	9	21	x	11
O=C(CSc1nnc(CCCOc2ccc(Cl)cc2Cl)o1)Nc1ccc(C(=O)O)cc1	1.1	-2	-4	-13	1451	0.18	-0.2	-5	-9	-1	-3
Cc1cc(C(=O)CN2C(=O)NC(C)(c3ccccc3)C2=O)c(C)n1CC1CCCO1 (stereo not drawn)	0.9	-2	-4	14	1718	x	0.0	0	1	-5	4
CCn1c(SCC(=O)c2cc(C)ccc2C)nc2cc(S(=O)(=O)N3CCOCC3)ccc21	1	-6	24	4	1342	-1.4	-0.2	6	-3	-7	5
O=C(CN1C(=O)COc2ccccc21)N1CCN(c2ccccc2F)CC1	1	-1	-2	3	1452	-0.48	-2.3	1	-9	0	-1
CC(C(=O)Nc1cccnc1)n1cc([N+](=O)[O-])cn1 (stereo not drawn)	0.9	-3	-6	10	1584	-0.49	5.9	13	10	-24	3
COCCn1c(=O)[nH]c2cc(C(=O)NCC3CCCO3)ccc2c1=O (stereo not drawn)	1	7	1	4	1496	x	-0.1	2	-3	x	3
CCCCOc1ccc(CN2CCC(O)CC2)cc1	1.1	4	91*	-10	1620	x	-0.2	5	-10	13	6
CCN(CC)S(=O)(=O)c1ccccc1/C=N\O	1	9	18	1	1562	x	-0.8	1	-11	-9	-6
CCCC(=O)n1nc(-c2ccco2)nc1N	0.9	-9	-3	6	1460	x	-7.3	0	0	x	-8
CCCC(=O)Nc1cccc(S(=O)(=O)N(C)c2ccccc2)c1	0.4	-4	67*	x	1629	-0.046	-0.1	-10	-11	-10	-7
O=[N+]([O-])c1ccc(S(=O)(=O)NCC(c2cccnc2)N2CCOCC2)cc1 (stereo not drawn)	0.9	2	5	13	1370	0.11	-1.2	0	-17	-5	1
C=CCn1c(N)c(C(=O)NCC2CCCO2)c2nc3ccccc3nc21 (stereo not drawn)	1.2	2	11	-21	1645	x	1.5	4	-8	-23	-1
C/C(=C\C(=O)c1ccc(Br)cc1)NCc1ccc(C)cc1	0.6	8	-7	43	1611	1.5	0.2	5	1	x	5
Cc1sc(NC(=O)c2ccco2)c(C(c2ccncc2)N2CCOCC2)c1C (stereo not drawn)	1	7	9	3	1589	x	-1.5	-4	-6	20	9
CN(C)c1ccc(P(=O)(OCc2ccccc2)C(O)c2cccnc2)cc1 (stereo not drawn)	1.1	6	-1	-6	1541	0.62	0.5	3	-10	-1	10
C=CCOC(=O)C1=C(C)Nc2ncnn2C1c1cccs1 (stereo not drawn)	0.9	4	4	12	1628	-0.78	0.3	4	-3	x	-1
COC(=O)c1sc(NC(=O)c2ccoc2C)nc1C	0.9	10	6	14	1609	-0.2	-0.4	9	3	-15	3
COc1ccc(CNC(=O)c2csc(Cc3ccc(OC)cc3)n2)cc1	1.1	-15	25	-8	1342	x	2.2	-2	12	x	-10
COc1ccc(OCC(O)Cn2c(Br)nc3c2c(=O)[nH]c(=O)n3C)cc1 (stereo not drawn)	0.9	-5	-4	10	1454	x	2.3	5	13	-44	-2
CC(=O)Nc1ccc(NC(=O)c2ccc(NS(=O)(=O)c3cc(C(C)(C)C)ccc3C)cc2)cc1	0.9	4	-5	6	1611	1.4	-1.1	6	10	5	2
